b-catenin transl – beta-catenin nuclear translocation modulation; HeLa beta-catenin nuclear translocation, immunofluorescence imaging; nuclear translocation activity, % at 5 µM; 190,000 tested, 0.3% active;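 active means nuclear translocation activity above 50% at 5 µM, with a well cell count of 50 or more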;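 further: per-cell ratio of nuclear to cytoplasmic median beta-catenin stain intensity; plate controls were DMSO negative control for no effect and GSK-3 inhibitor IX positive control for full effect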
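Test system: HeLa cells, endogenous beta-catenin; Compound: single 5 µM dose plus 0.02–20 µM confirmation series; Times: compound exposure 24 h at 37°C; Signal: fluorescence imaging of beta-catenin antibody stain plus DAPI; Read-out: % activation, nuclear-to-cytoplasmic median beta-catenin signal ratio per cell.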
Dynein transport – dynein cargo transport inhibition; 3617.4 mouse cells, GR-EGFP nuclear translocation imaging; test concentration mostly 20 µM; stimulated with dexamethasone, 1 µM; hits give low values; z-score, hits read low; 220,000 tested, 0.47% active;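 active means plate z-score of nuclear minus cytoplasmic receptor signal below a set negative limit, without overly bright fluorescence or cell loss, cut at about -3.5 in these data, passing the limit was not always enough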;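 further: z-score of nuclear minus cytoplasmic ring GR-EGFP intensity difference per well; some compounds called inactive have numbers as strong as hits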
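Buffer or medium: tetracycline-free induction medium containing charcoal-stripped FBS / Reagent: dexamethasone agonist, 1.0 µM final, for 30 min / Technique: automated 10x imaging of fixed Hoechst-stained cells / Times: induction 48 h, compound 1 h, agonist 30 min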
Autophagy HCS – modulators of autophagy; MEF GFP-LC3 puncta imaging; test concentration mostly 10 µM; calls only at 10 µM (by protocol); 190,000 tested, 0.98% active; AID 463193;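 active means percentage of spot-positive cells more than 3 SD above its plate mean, without a fluorescence outlier flag or 80% toxicity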;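 further: spot-positive cell cutoff set from DMSO-treated cells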
T cell HTS – T cell immune modulation candidate; 2C CD8+ T cell-vesicle binding, flow cytometry; hits give low values; calls only at 7 µM; 330,000 tested, 0.068% active;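 active means response, share of CD8 T cells binding vesicles, and their 90th percentile fluorescence all below set limits, cut at about 80% in these data, passing the limit was not always enough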
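Assay system – 2C mouse CD8+ T cells · Also added – QL9-loaded Drosophila micro-vesicles · Timing – Cell–vesicle co-incubation 1.5 h at 37 °C, staining 20 min on ice · Signal – flow cytometry of vesicle-bound cells · Measure – percent CD8+ FL2 mean versus row control · Controls – Peptide-free naked vesicles (low) and QL9 vesicles with 0.7% DMSO vehicle (high)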
MT stabilizer – microtubule stabilization, imaging screen; HeLa tubulin immunostaining HCS, 24 h; share of cells brighter than vehicle mean+2SD; % tubulin-high responders, % at 10 µM; 200,000 tested, 0.83% active; AID 2205;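 active means plate Z-score above 3 for both tubulin-high and condensed-nucleus cell shares, with cell loss under 80%, at 10 µM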;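 further: anti alpha tubulin signal scored within the nucleus-defined area of each cell; some results filed as inactive read as strong as hits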
P. falciparum M17LAP – P. falciparum M17LAP inhibitors, primary screen, biochemical, fluorogenic H-Leu-NHMec substrate, 1536-well (AID 1619); recombinant M17LAP, H-Leu-NHMec fluorogenic kinetic assay; higher % means a stronger effect; inhibition, % at 30 µM, or IC50 in µM where a hit was titrated; 220,000 tested, 0.38% active;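 active means compound inhibiting the enzyme by more than half at any dose during confirmatory dose-response retesting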;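 further: plate controls were full reaction with DMSO carrier for no effect and no enzyme background for full effect; strong numbers were not always called active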
Yfh1-off respiration – mitochondrial function rescue without frataxin homolog – Friedreich's ataxia, plus single-dose screen, dose response (AID 1465); S. cerevisiae Yfh1-off respiration, WST-1 reduction, 72 h; higher fold induction means a stronger effect; fold induction at 50 µM; hits with a dose series show EC50 in µM; 220,000 tested, 0.074% active;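 active means fold induction of absorbance versus untreated yeast above a set limit, then at least 30% activation at any dose in follow-up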;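 further: activators that raise dye reduction in frataxin-depleted yeast; strong numbers were not always called active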
WT yeast gro inh – growth inhibition of WT yeast, mitochondrial fusion screen | 190,000 tested, 2.1% active | inhibition, % at 10 µM | mitochondrial fusion phenotypic screen, WT strain; in the data active means inhibition above about 58%; tested in S. cerevisiae
M1AAP inhibition – P. falciparum M1AAP inhibitors, biochemical, fluorogenic H-Leu-NHMec substrate, 1536-well (AID 1445). recombinant M1AAP, H-Leu-NHMec fluorogenic kinetic assay; higher % means a stronger effect. inhibition, % at 30 µM, or IC50 in µM where a hit was titrated. 220,000 tested, 0.42% active;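 active means primary inhibition above the hit cutoff, then over 50% inhibition at one or more dose response concentrations, cut at about 23% in these data, passing the limit was not always enough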;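 further: plate controls were DMSO full reaction for no effect and no enzyme background for full effect; strong numbers were not always called active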
WT yeast gro inh mutant strain – further read-out of WT yeast gro inh, marked with its call; inhibition, %; mitochondrial fusion phenotypic screen, mutant strain inhibition
Dynein transport cytoplasmic EGFP – second read-out of Dynein transport, no call of its own (marks repeat the call); z-score; measured here: cytoplasmic GR-EGFP intensity; hits give high values
Dynein transport nuclear GR-EGFP – further read-out of Dynein transport, marked with its call; z-score; measured here: nuclear GR-EGFP intensity;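 lower value marks the stronger effect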
Dynein transport cell count – also measured in Dynein transport; calls as there; z-score; measured here: cell count per field
b-catenin transl cell count 5 µM – also measured in b-catenin transl; calls as there; cell count; measured here: cell count, cytotoxicity flag
T cell HTS vesicle-bound % – also measured in T cell HTS; calls as there; double positive events, %; measured here: CD8+ vesicle-bound cell fraction;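 binding gate set so that unloaded-vesicle control wells show 10% double positive cells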
MT stabilizer Hoechst-high % – further read-out of MT stabilizer, marked with its call; % Hoechst-high responders; measured here: nuclear condensation Hoechst responders;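 share of cells brighter than vehicle mean plus two SD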
MT stabilizer cytotoxicity % – also measured in MT stabilizer; calls as there; toxicity, %; measured here: cytotoxicity by cell density;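 0% = mean cell density of plate MIN control wells and 100% = no cells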
Autophagy HCS cell loss 18 h – recorded beside Autophagy HCS, whose call it bears; toxicity, %; measured here: cell loss, nuclei count;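 cell loss after 18 h compound exposure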
* marks the source's active call; other numbers are inactive results; i = inactive; / = not tested or not shown; + = active, no number.

compound | b-catenin transl | b-catenin transl cell count 5 µM | Dynein transport | Dynein transport cytoplasmic EGFP | Dynein transport nuclear GR-EGFP | Dynein transport cell count | Autophagy HCS | Autophagy HCS cell loss 18 h | T cell HTS | T cell HTS vesicle-bound % | MT stabilizer | MT stabilizer Hoechst-high % | MT stabilizer cytotoxicity % | P. falciparum M17LAP | Yfh1-off respiration | WT yeast gro inh | WT yeast gro inh mutant strain | M1AAP inhibition
O=C1CCC/C(=N/NC(=O)c2ccc(CN3c4cccc5cccc(c45)S3(=O)=O)cc2)C1 | 2.0 | 1006 | 0.83 | 0.54 | 0.4 | 0.11 | i | -1 | i | 49 | 2.1 | 3.1 | 0.5 | 2% | i | 11 | 5 | 4%
Oc1ccccc1C1=Nc2nc3ccccc3n2C(c2ccccc2)C1 (stereo unspecified) | -1.3 | 1073 | 0.64 | -0.11 | 0.5 | 1.4 | i | 9 | i | 9 | 2.2 | 1.2 | 6.1 | -11% | i | 12 | 11 | 3%
COC(=O)c1ccc(NC(=O)c2ccc(F)cc2)o1 | 0.2 | 1302 | -0.79 | 0.63 | -0.34 | 1.1 | i | -8 | i | 21 | 2.7 | 1.7 | 7.0 | 3% | i | 12 | 8 | 1%
COC(=O)c1cc(NS(=O)(=O)c2ccc(N3CCOCC3)c([N+](=O)[O-])c2)cc(C(=O)OC)c1 | 1.7 | 884 | 0.46 | -0.27 | -0.16 | -0.083 | i | -1 | i | 27 | 1.7 | 1.6 | 3.1 | 6% | i | 10 | -4 | 0%
Cc1ccc(NC(=O)N(Cc2nc3ccccc3c(=O)[nH]2)Cc2cccs2)cc1 | -1.4 | 1154 | 0.066 | -0.28 | 0.29 | -0.17 | i | 1 | i | 6 | 4.1 | 2.6 | 9.7 | -11% | i | -13 | -3 | 2%
COc1cccc(/C=N/Nc2nc3ccccc3[nH]2)c1O | 0.8 | 1296 | -0.5 | -0.27 | -0.26 | 0.31 | / | / | i | 24 | / | / | / | -12% | i | / | / | -10%
Cc1cc(C)n2nc(C(=O)N(C)C(c3ccccc3)c3ccccc3)nc2n1 | -0.5 | 1064 | 0.32 | -0.25 | 0.079 | 0.59 | i | -4 | i | 62 | 3.4 | 2.2 | 4.8 | -1% | i | -17 | -25 | -4%
Cc1cccc(OCc2nc(C#N)c(NCc3ccc4c(c3)OCO4)o2)c1 | / | / | 0.83 | 0.25 | 0.39 | 0.042 | i | -9 | i | 20 | 1.6 | 1.5 | 12 | 19% | i | 53 | 36 | 6%
COC(=O)c1cc(NS(=O)(=O)c2ccc(OC)c(OC)c2)ccc1Cl | 0.2 | 1039 | -0.099 | -0.014 | 0.047 | 0.23 | i | -7 | i | 18 | 3.0 | 1.2 | 3.6 | 17% | i | -8 | -3 | 22%
CCOC(=O)c1nnc2ccnn2c1N | -2.3 | 1145 | 1 | -0.22 | 0.71 | 0.95 | i | 1 | i | 29 | 3.1 | 2.0 | 6.8 | 6% | i | 20 | 6 | 3%
NC(=O)C1CCN(C(=O)CSc2nc3ccccc3[nH]2)CC1 | -5.1 | 1204 | 0.47 | -0.25 | 0.69 | -0.14 | i | -1 | i | 29 | 1.9 | 1.5 | 5.4 | 1% | i | -24 | -4 | -1%
Cc1ccc(CSc2nnc(SCC(=O)N/N=C/c3ccc(C(=O)O)cc3)s2)cc1 | 0.1 | 1374 | 0.16 | -0.23 | 0.66 | -0.45 | / | / | i | 59 | / | / | / | 6% | i | / | / | 3%

(further entries)
compound | b-catenin transl | b-catenin transl cell count 5 µM | Dynein transport | Dynein transport cytoplasmic EGFP | Dynein transport nuclear GR-EGFP | Dynein transport cell count | Autophagy HCS | Autophagy HCS cell loss 18 h | T cell HTS | T cell HTS vesicle-bound % | MT stabilizer | MT stabilizer Hoechst-high % | MT stabilizer cytotoxicity % | P. falciparum M17LAP | Yfh1-off respiration | WT yeast gro inh | WT yeast gro inh mutant strain | M1AAP inhibition
CCCCc1c(O)nc2sccn2c1=O | 1.0 | 473 | 1.4 | -0.15 | 0.82 | -0.87 | i | 6 | i | 45 | 1.5 | 2.8 | 0.9 | 4% | i | -4 | -7 | 4%
OC(CNCc1ccc(F)cc1)(c1ccccc1)c1ccc(F)cc1 (stereo unspecified) | / | / | -0.35 | -0.23 | -0.7 | 0.67 | i | 9 | i | 49 | 1.4 | 1.9 | 9.5 | -6% | i | 18 | 13 | -2%
O=C(CN1CCCCCCC1)Nc1ccc(Cl)cc1Cl | -1.9 | 1104 | -0.55 | -0.25 | -0.35 | 1 | i | 16 | i | 21 | 2.4 | 3.6 | 8.5 | 5% | i | 21 | -6 | -2%
Cc1[nH]ncc1-c1ccccc1Cl | 1.0 | 1202 | 0.051 | -0.075 | 0.076 | 0.29 | / | / | i | 9 | / | / | / | 3% | i | / | / | 7%
Cc1ccc(N=C2SCCCN2C(=O)c2ccco2)cc1Cl | -5.9 | 850 | -0.91 | -0.052 | -0.53 | 0.48 | i | 5 | i | 49 | 6.4 | 3.0 | 9.5 | -1% | i | 14 | 15 | 14%
O=C(O)C1CC=CCC1C(=O)Nc1cccc(Cl)c1 (stereo unspecified) | -2.4 | 1232 | 1.5 | -0.063 | 0.45 | -0.46 | i | 4 | i | 40 | 2.5 | 1.0 | 3.7 | 6.2µM* | i | 18 | 11 | 1%
Cc1nc2ccccc2n1CC(=O)NC(C)C1CC2CCC1C2 (stereo unspecified) | 2.4 | 1491 | -0.067 | -0.37 | 0.42 | 0.96 | i | 20 | i | 68 | 5.5 | 2.3 | 22 | 5% | i | 9 | 3 | 3%
CCOC(=O)CC1=NN(c2ccccc2)C(=O)C1 | 0.5 | 1418 | 0.89 | -0.31 | 0.73 | -0.28 | i | 32 | i | 64 | 5.9 | 2.8 | 11 | 0% | i | -10 | 8 | 4%
CC(=O)Nc1sc2c(c1C(c1ccc(Cl)cc1)N1CCOCC1)CCCC2 (stereo unspecified) | / | / | 0.19 | -0.24 | 0.085 | 0.32 | i | 4 | i | 35 | 2.4 | 2.2 | 10 | -3% | i | 81* | 18* | -2%
O=C(O)CCCNC(=O)c1cncc(O)c1 | -0.5 | 1128 | 0.54 | -0.21 | 0.95 | 0.42 | i | -14 | i | 35 | 1.7 | 2.0 | 2.1 | -6% | i | -16 | -2 | 2%
CN1CCN(C(=O)c2ccc(Oc3ccc([N+](=O)[O-])cc3)cc2)CC1 | -5.5 | 1011 | -0.49 | -0.35 | -0.23 | 0.28 | i | 0 | i | 56 | 1.2 | 1.4 | 11 | 12% | i | -13 | -12 | 7%
COCCCn1c(SCc2nnc(-c3ccc(OC)c(OC)c3)o2)nc2ccccc2c1=O | 4.5 | 1130 | 0.2 | -0.27 | 0.11 | 0.79 | i | -6 | i | 48 | 2.3 | 2.4 | 5.8 | -13% | i | 7 | 0 | -2%

(more compounds)
compound | b-catenin transl | b-catenin transl cell count 5 µM | Dynein transport | Dynein transport cytoplasmic EGFP | Dynein transport nuclear GR-EGFP | Dynein transport cell count | Autophagy HCS | Autophagy HCS cell loss 18 h | T cell HTS | T cell HTS vesicle-bound % | MT stabilizer | MT stabilizer Hoechst-high % | MT stabilizer cytotoxicity % | P. falciparum M17LAP | Yfh1-off respiration | WT yeast gro inh | WT yeast gro inh mutant strain | M1AAP inhibition
CC(NCc1cc(Br)ccc1OCC(=O)NCc1ccccc1)c1ccccc1 (stereo unspecified) | -1.2 | 1318 | -0.95 | -0.22 | -0.87 | 0.95 | + | 5.8* | i | 25 | 2.7 | 2.3 | 2.3 | 2% | i | 1 | 7 | -2%
COc1cc(COCC(O)CN2CCN(Cc3ccccc3)CC2)cc(OC)c1OC (stereo unspecified) | -0.5 | 1141 | 0.6 | -0.21 | 0.12 | -0.45 | i | 1 | i | 23 | 8.2 | 2.0 | 5.4 | -5% | i | -1 | -5 | 3%
CCCOc1ccc(/C(O)=C2/C(=O)C(=O)N(CCCn3ccnc3)C2c2cccnc2)cc1 (stereo unspecified) | -0.4 | 1297 | 0.83 | -0.13 | 0.9 | -2.2 | / | / | i | 47 | / | / | / | 5% | i | / | / | 2%
Cc1ccccc1-c1nnc(SCc2ccc(F)cc2)o1 | -0.7 | 1077 | -0.64 | -0.31 | -0.082 | 1.5 | i | 3 | i | 33 | 1.3 | 0.4 | 29 | 3% | i | 60* | 33* | 4%
O=C(Nc1ccccc1-c1nc2ccccc2[nH]1)c1sc2ccccc2c1Cl | -4.7 | 554 | -0.3 | -0.3 | -0.61 | 0.21 | i | -11 | i | 35 | 5.2 | 4.0 | 2.3 | 5% | i | 10 | 1 | 7%
COc1ccc(CCNC(=O)COC(=O)C23CC4CC(CC(Br)(C4)C2)C3)cc1 | / | / | 1.8 | -0.13 | 0.56 | -1.7 | i | 2 | i | 41 | 3.1 | 1.9 | 5.0 | -5% | i | -1 | 6 | 2%
N#C/C(=N\Nc1ccc(S(=O)(=O)N2CCc3ccccc32)cc1)C(N)=S | -4.0 | 1072 | 0.49 | -0.32 | 0.72 | -0.22 | i | 5 | i | 57 | 6.4 | 1.5 | 5.1 | 1% | >100µM* | -23 | 9 | 19%
CCc1cc(=O)[nH]c(-n2[nH]c(-c3ccccc3)cc2=O)n1 | 1.3 | 1083 | 0.56 | -0.28 | 0.29 | -0.13 | i | 12 | i | 46 | 1.6 | 2.2 | 4.9 | 5% | i | -8 | -6 | -16%

High-throughput results (PubChem BioAssay)
